High-throughput results (PubChem)
HSF-1 act = HSF-1 activators, primary screen, NIH3T3-HGL cells, MG132 stress, luminescence, single point. NIH3T3-HGL HSF-1 luciferase reporter, 8 h; 100% = twice DMSO control signal. activation, % at 9 µM. 300,000 compounds, 1.7% hits. AID 504408, 2011;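 active = mean replicate activation of at least 50% with a set share of replicates each reaching 50%; inconclusive = only one of those two conditions met; inactive = mean below 50% and too few replicates reaching it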;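 note: 0% = median of the neutral control wells and 100% = twice that signal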
GSK3A inh = blockers of GSK3A enzyme activity – biochemical, luminescence, cell-free homogeneous, HTS, primary screen; AID 2650, 2010; 320,000 compounds, 0.1% hits; inhibition, % at 10 µM; Glycogen synthase kinase-3 alpha (Homo sapiens), P49840; GSK-3 alpha kinase, ADP-Glo luminescence, 60 min;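 in the data active = inhibition above about 50%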;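 note: GST-tagged GSK-3 alpha with peptide substrate and 25 µM ATP; 0% = DMSO neutral wells and 100% = GW8510 positive control wells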
GSK3B inh = human GSK3beta kinase inhibitors, primary screen, biochemical, cell-free homogeneous, HTS. 300,000 compounds, 0.038% hits. GST-GSK3beta kinase, ADP-Glo luminescence, 60 min; active compounds read low. activity score (negative = inhibition), % at 10 µM. Glycogen synthase kinase-3 beta (Homo sapiens), P49841;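 active = more than half of replicate wells score below -50%, meaning over 50% inhibition versus plate controls; inconclusive = some replicates but at most half score below -50%; inactive = no replicate scores below -50%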;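 note: 0% = median DMSO wells and -100% = median GW8510 positive control wells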
Target sequence (P49841 whole entry, looked up): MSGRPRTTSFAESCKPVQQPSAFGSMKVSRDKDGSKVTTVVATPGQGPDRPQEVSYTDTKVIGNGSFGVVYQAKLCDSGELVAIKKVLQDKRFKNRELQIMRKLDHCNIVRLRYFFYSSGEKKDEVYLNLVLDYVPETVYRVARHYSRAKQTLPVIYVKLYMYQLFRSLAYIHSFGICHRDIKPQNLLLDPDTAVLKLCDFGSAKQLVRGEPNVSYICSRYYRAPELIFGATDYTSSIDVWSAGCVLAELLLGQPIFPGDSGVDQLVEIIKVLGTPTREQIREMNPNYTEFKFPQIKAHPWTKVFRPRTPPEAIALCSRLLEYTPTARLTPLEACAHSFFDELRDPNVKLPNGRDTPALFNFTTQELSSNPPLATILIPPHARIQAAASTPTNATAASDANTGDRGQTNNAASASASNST
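test system = GST-tagged human GSK3beta kinase, cell-free | reagent = 25 µM ATP with peptide substrate | dosing = one dose of 10 µM per compound | schedule = 60 min reaction, RT | detection = luminescent ADP-Glo measurement of ADP formed | control set = DMSO neutral wells and GW8510 at 20 µM as positive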
Dyrk1A ADPGlo = rat Dyrk1A kinase inhibitors, primary screen, biochemical, single point, plate reader | inhibition, % at 12.5 µM | ADP-Glo luminescence, NFATc1 peptide | 310,000 compounds, 0.43% hits | Dual specificity tyrosine-phosphorylation-regulated kinase 1A (Rattus norvegicus), Q63470; in the data active = inhibition above about 50%;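 note: plate controls were vehicle with enzyme for no effect and no enzyme for full effect; many of its hits are not listed in these tables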
Platelet DG rel = inhibitors of platelet dense granule secretion, primary screen, cell-based, MLPCN, human platelets; human platelet-rich plasma, SFLLRN dense granule ATP release, luminescence; inhibition, %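 (compounds screened at 7.5 µM in platelet-rich plasma)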; 300,000 compounds, 0.22% hits; AID 1663, 2009;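 active = mean replicate score, as percent of positive control, at or above 50; inconclusive = mean below 50 but at least one replicate at or above 50; inactive = mean and every replicate below 50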
HDAC3 inhib = HDAC3 deacetylase inhibitors, primary screen, biochemical, fluorescence, cell-free homogeneous; Histone deacetylase 3 (Homo sapiens), O15379; recombinant HDAC3, fluorogenic peptide/trypsin coupled; inhibition, % at 8.3 µM; 320,000 compounds, 0.15% hits; AID 2718, 2010; in the data active = inhibition above about 26%, passing the limit was not always enough; inconclusive = no clear call, values can overlap the other calls
Target sequence (O15379 whole entry, looked up): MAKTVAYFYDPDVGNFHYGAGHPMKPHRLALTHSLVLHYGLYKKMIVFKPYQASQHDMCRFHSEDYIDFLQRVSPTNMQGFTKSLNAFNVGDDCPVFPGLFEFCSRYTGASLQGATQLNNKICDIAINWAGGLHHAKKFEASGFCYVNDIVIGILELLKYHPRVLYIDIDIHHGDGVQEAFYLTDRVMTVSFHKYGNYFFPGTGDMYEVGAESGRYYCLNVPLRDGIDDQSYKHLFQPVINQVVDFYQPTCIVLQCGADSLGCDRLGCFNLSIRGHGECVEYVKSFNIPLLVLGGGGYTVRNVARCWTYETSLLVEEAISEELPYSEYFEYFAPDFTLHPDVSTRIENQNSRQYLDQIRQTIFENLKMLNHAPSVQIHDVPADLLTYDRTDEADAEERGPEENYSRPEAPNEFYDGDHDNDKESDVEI
HSF1 inhib = HSF1 inhibitors in luciferase reporter cells, primary screen, cell-based, NIH3T3, luminescence; NIH3T3-HGL HSE-luciferase, MG132-induced, luminescence 8 h; active compounds read low; activity change, negative = inhibition, % at 7.5 µM (by protocol); 300,000 compounds, 0.77% hits;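 active = more than half of replicate wells show activity change below -50%, luminescence cut by over half; inconclusive = some wells, but at most half, below -50%; inactive = no replicate well below -50%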;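 note: luciferase reports HSF-1 transcriptional activity via heat shock element; 0% = median of DMSO wells and -100% = zero luminescence signal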
HSP90 inh = HSP90 inhibitors, primary screen, cell lysate, luminescence; Rabbit reticulocyte lysate, luciferase refolding luminescence, 3 h; 290,000 compounds, 0.91% hits; inhibition, % at 5.6 µM; Heat shock protein HSP 90 (rabbit reticulocyte lysate; luciferase refolding);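 active = inhibition above the screen-wide mean plus 3 SD, computed separately per campaign, cut at about 16% in these data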;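 note: 0% = DMSO wells and 100% = 60 µM geldanamycin wells; inhibitors lower the luminescence because luciferase stays unfolded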
AI-2 QS modul = Vibrio harveyi AI-2 quorum sensing modulators, primary screen, JMH597 strain, luminescence/OD600 ratio. Vibrio harveyi JMH597 AI-2 luminescence/OD600 ratio, 9 h; active compounds read low; strain lacks LuxN and CqsS sensors; 0 = neutral-control median. activity change, % at 7.5 µM. AID 2094, 2009. 300,000 compounds, 0.4% hits; in the data active = activity change below about -75%, passing the limit was not always enough; inconclusive = no clear call, values can overlap the other calls;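 note: luminescence divided by OD600 gain over 9 h not by final OD600 alone; inactives centre near 13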
PolyA inhibitor = polyadenylation inhibitors in yeast reporter cells, primary screen, luminescence, S. cerevisiae. S. cerevisiae SKY197-pL101 polyadenylation reporter, beta-gal luminescence; efflux-impaired pdr1/pdr3 knockout yeast; score 100 = 6 SD above DMSO. calls only at 12 µM. 300,000 compounds, 0.02% hits;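 active = lowest replicate activity score at least 50, where 100 means six control SD above control mean; inconclusive = lowest score under 50 but half or more replicates reach 50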;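 note: yeast exposed to compound for 9 h at 30 °C; higher score means more reporter readthrough which indicates perturbed polyadenylation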
Numbers without * were called inactive; i = inactive; ? = inconclusive; . = no result given. These rows are one share of the data. The share of hits here may be higher or lower than overall.

SMILES	HSF-1 act	GSK3A inh	GSK3B inh	Dyrk1A ADPGlo	Platelet DG rel	HDAC3 inhib	HSF1 inhib	HSP90 inh	AI-2 QS modul	PolyA inhibitor
O=[N+]([O-])c1ccc(CN2CCN(c3ccccc3Cl)CC2)o1	19	1	1	5	1	-2	-1	3	11	i
CC(C)N(CCc1ccncc1)C(=O)Nc1ccc(Cl)c(Cl)c1	-3	0	-7	1	-10	0	3	1	-2	i
CC1CN(C2CCN(C(=O)c3ccccc3Cl)CC2)CC(C)O1 (stereo not given)	3	0	4	0	7	-8	-2	-2	25	i
Cc1sc(NC(=O)c2c(F)cccc2F)nc1-c1ccccc1	17	1	0	-1	4	0	13	0	24	i
O=C(Nc1ccc(Cl)cc1)OCCn1nnnc1C(c1ccccc1)N1CCOCC1 (stereo not given)	24	1	2	6	-1	4	9	4	6	i
C=CCn1c(-c2cccc(OC)c2)n[nH]c1=S	-15	-1	0	4	3	-9	-2	2	26	i
O=C(/C=C/c1ccccc1[N+](=O)[O-])NCc1ccccc1Cl	21	-3	-1	.	1	-9	18	3	-47	i
Cc1ccc(-c2cc(N)n(-c3ccc(F)cc3)n2)cc1	12	-2	0	-2	-4	6	-5	-2	5	i
CSc1nnc(Nc2ccccc2C)s1	13	.	0	-2	4	-4	5	1	39	i
CC(C)Oc1ccccc1/C=N/n1nnnc1N	18	14	2	13	11	-2	-3	.	-1	i
Cc1ccc(S(=O)(=O)NCc2cn3ccccc3n2)c(C)c1	4	2	2	0	1	-1	-4	2	18	i
COc1ccc(C(CNC(=O)COc2ccccc2C#N)N2CCOCC2)cc1 (stereo not given)	-2	-2	0	17	-4	-3	-8	-2	164	i
S=C(NCc1ccccc1Cl)NC1CCCC1	5	1	3	-3	14	.	0	-2	15	i
O=S(=O)(Nc1cccc2cccnc12)c1ccccc1	94*	2	3	-9	-15	0	73	5	-1	i
NNC(=O)c1nn(-c2ccccc2)cc1O	-56	-2	-1	.	-4	3	-56*	-4	19	i
CCOC(=O)c1sc2nc(CSCC(=O)OCc3ccc(C(=O)OC)o3)[nH]c(=O)c2c1C	19	-2	-7	5	-4	-1	-3	2	5	i
CN(C)S(=O)(=O)c1ccc(NS(=O)(=O)/C=C/c2ccccc2)cc1	-23	0	2	-1	-2	1	-5	8	8	i
CCn1c(SCC(=O)Nc2ccc(S(=O)(=O)Nc3ccccn3)cc2)nnc1-c1ccncc1	17	1	3	2	-20	-1	-1	0	-3	i
CCOC(=O)c1nnn(CC(=O)N2N=C(c3ccccc3)CC2c2ccccc2)c1C(=O)OCC (stereo not given)	22	-11	4	1	19	-4	-3	4	5	i
N#Cc1c(-c2ccco2)nc(SCc2ccc(F)cc2)[nH]c1=O	35	-5	5	0	6	-1	26	0	31	i
CC1(C)CC(=O)C(CC2=C(O)CC(C)(C)CC2=O)=C(O)C1	-47	1	2	0	-2	?	-30	2	43	i
COc1ccc(OC)c(S(=O)(=O)N(C)CC(=O)Nc2ccccc2OC)c1	-7	-3	1	2	5	-13	-4	6	20	i
COc1ccc(C)cc1NC(=O)C(c1ccccc1)N1CCNC(=O)C1 (stereo not given)	2	1	-1	4	-15	6	12	3	13	i
O=C(O)CCCC(=O)Nc1ccc(C(=O)N2CCCCC2)c(Cl)c1	2	0	-2	-2	5	-3	0	0	6	i
CC1CCN(C(=O)c2ccc3c(c2NCCO)C(=O)c2ccccc2C3=O)CC1	-3	1	-1	6	-5	6	1	4	-12	i
c1ccc(-c2ccc3ccccc3n2)cc1	24	-6	0	9	2	1	15	.	-1	i
Cc1ccc(S(=O)(=O)N(C)C)cc1NC(=O)CSc1ncn[nH]1	-5	-2	0	0	26	-8	-7	-1	14	i
CCC(C)NC(=O)Cn1c(=O)n(-c2ccccc2)c(=O)c2ccc(C(=O)NCc3ccco3)cc21 (stereo not given)	.	-2	.	2	.	2	.	2	.	.
COc1ccc(C(C)=O)cc1COC(=O)c1cnc(C)cn1	-3	0	4	-5	1	-6	-7	1	23	i
C=CCSC1=NNC(c2ccc(C(C)(C)C)cc2)=NN1	-20	1	-2	-2	3	4	6	1	24	i
CCn1c(CNS(=O)(=O)c2ccc(Cl)cc2)n[nH]c1=S	-2	7	2	3	-1	5	-5	3	5	i
COc1ccc(-c2csc(NC(=O)CCn3cnc4ccccc4c3=O)n2)cc1OC	17	1	3	.	-8	-3	9	1	1	i
CCOC(=O)N1CCN(c2c(NCCCOC(C)C)c(=O)c2=O)CC1	4	-2	-3	10	0	12	-7	4	25	i
Cc1[nH]c2ccccc2c1C(=O)CCl	23	.	0	3	-2	.	9	-1	36	i
CCN(CC(=O)NCc1ccc(F)cc1)C(=O)/C=C/c1cccs1	-9	-2	1	11	-3	3	6	-4	17	i
CN1CCN(C(=S)c2ccc(N(C)C)cc2)CC1	.	-1	-2	7	-4	5	.	2	18	i
COc1ccccc1C(=O)Oc1ccc2ccc(=O)oc2c1	-5	3	5	-3	-2	1	-5	7	19	i
COc1ccc(C2=CC(=O)CC(c3ccc(F)cc3)C2)cc1 (stereo not given)	23	2	26	3	-7	13	17	.	8	i
CCCCNC(=O)c1ccc2c(c1)N(CC)C(=O)c1ccccc1S2(=O)=O	13	-2	1	7	0	4	-2	-3	5	i
CN(C)CC(C(=O)c1ccccc1)c1ccccc1 (stereo not given)	-5	-2	5	-7	1	4	1	0	19	i
CCN1CCN(Cc2ccc(NC(=O)c3cc(NC(=O)c4ccc5n[nH]nc5c4)cc(OC)c3)cc2C(F)(F)F)CC1	-14	0	1	-1	1	4	4	.	15	i
CCCCCCC(=O)N(O)C1CC(=O)N(c2ccc(F)cc2)C1=O (stereo not given)	18	0	4	6	6	79*	4	-3	11	i
CCOC(=O)c1cc(C#N)c(SCC(=O)O)[nH]c1=O	6	-2	6	0	7	-19	-3	1	10	.
CC1CCCCN1CC(O)COc1ccc(OCC(O)CN2CCCCC2C)cc1 (stereo not given)	2	0	0	6	-2	6	3	1	47	i
O=C(Cc1ccccc1)NCCN1CCCC1	3	2	4	-5	-7	3	5	10	-1	i
CCOC(=O)CCCSc1nnc(CCCCCN2C(=O)c3cccc4cccc(c34)C2=O)o1	19	-2	-27	-3	-8	-2	2	3	31	i
CC(C)CCNC(=O)c1ccc(Cn2c(=S)[nH]c3ccccc3c2=O)cc1	3	-1	3	0	.	-4	3	-1	22	i
S=C(NCc1ccccc1)Nc1nccs1	13	8	.	-2	9	-3	-4	0	.	i
CSc1ccc(-c2ccco2)nn1	.	-4	-2	.	.	?	.	-6	34	.
Cc1ccnc(NC(=O)Nc2ccc3c(c2)OCO3)c1	38	-1	-2	3	7	10	36	-2	14	i
O=C(CCCc1ccccc1)Nc1ccccc1C(F)(F)F	10	-1	-2	5	2	-3	3	-1	27	i
CCC(C)(C)n1nnnc1C(c1cc2cc(C)ccc2[nH]c1=O)N1CCCC1 (stereo not given)	50	-3	0	11	14	0	16	2	19	i
c1coc(CNc2ncnc3ccccc23)c1	1	0	1	6	-4	10	-13	-4	12	i
CCc1ccccc1-n1c(SCC(=O)Nc2ccc3c(c2)OCCO3)nc2[nH]ncc2c1=O	-75	-1	-1	5	2	5	-68*	7	5	i
COc1cc2c(cc1NC(=O)CN1CCN(S(=O)(=O)c3ccc(F)cc3)CC1)oc1ccccc12	16	-35	-1	1	-8	-5	-3	-3	52	i
COc1cccc(OCCn2cccc2/C=C2/C(=N)N3OC(C)=CC3=NC2=O)c1	4	2	-1	4	-1	3	0	-1	26	i
Cc1c(C(=S)NC(=O)C2CC2)c(=O)n(-c2ccccc2)n1C	-1	1	2	2	2	-2	-7	-1	9	i
COc1ccc(-c2csc(NC(=O)COc3ccc(N(C)S(=O)(=O)c4ccc(C)cc4)cc3)n2)cc1	-7	-1	-4	-3	1	2	-3	0	40	i
C=COC(=O)CSc1snc(SCC(=O)OC)c1C#N	-14	-2	1	3	-7	15	-5	0	25	i
Cn1c2c(c(=O)n(C)c1=O)C(C(F)(F)F)(C(F)(F)F)N=C(C1CCCCC1)N2	-13	3	0	1	-2	7	-9	3	-5	i
The list continues:
SMILES	HSF-1 act	GSK3A inh	GSK3B inh	Dyrk1A ADPGlo	Platelet DG rel	HDAC3 inhib	HSF1 inhib	HSP90 inh	AI-2 QS modul	PolyA inhibitor
COc1ccc(NC(=O)C2CCN(S(=O)(=O)c3ccc(Br)s3)CC2)cc1OC	-5	-1	-1	-3	16	1	-1	5	27	i
CCOc1ccccc1N1CCN(Cc2ccc(OC)c(OC)c2OC)CC1	-2	-2	-4	9	3	-5	-4	-5	13	i
COc1ccc(-c2nc(-c3cccc(C(F)(F)F)c3)no2)cc1OC	16	1	2	-4	-2	-7	-3	2	15	i
Nc1cccc(-c2nc3ccccc3s2)c1	28	0	-1	0	21	-9	11	-3	11	i
CC(=O)c1ccn(S(=O)(=O)c2ccc(Cl)cc2)c1	7	0	-1	-9	1	-4	2	0	3	i
CCC(=O)Nc1nnc(SCC(=O)NCCc2ccc(OC)c(OC)c2)s1	-7	-1	0	.	?	-2	-6	-3	12	i
COc1cc2c(cc1OC)CN(CC(=O)Nc1cccc(C(F)(F)F)c1)CC2	-11	-2	0	2	-1	-1	-8	-1	2	i
O=C(NN1CCCCC1)c1ccc(COc2ccc(Cl)cc2)cc1	-1	-1	-2	0	-7	1	1	3	29	i
COc1ccc(-c2noc(C3CCCN(C(=O)c4ccccc4C)C3)n2)cc1 (stereo not given)	14	1	4	-3	11	-1	14	-1	4	i
O=C(COC(=O)CCC(=O)c1ccccc1)NCCc1ccccc1	-2	1	-2	3	-1	-1	-7	.	-6	i
C=CCn1c(N2CCCCCC2)nc2c1c(=O)n(C)c(=O)n2C	-13	0	2	-6	-1	4	-5	3	7	i
Cc1cccc(NC2SC(=O)NC2=O)c1 (stereo not given)	-2	-4	3	.	27	0	-8	3	14	i
CCCCNC(=O)C1C2C=CC3(CN(Cc4ccccc4Cl)C(=O)C13)O2 (stereo not given)	8	-2	0	3	2	6	-4	-1	27	i
